Source: PubChem (National Center for Advancing Translational Sciences (NCATS))
TDP1 cell CPT = qHTS for Inhibitors of human tyrosyl-DNA phosphodiesterase 1 (TDP1): qHTS in cells in presence of CPT; chicken DT40 Tdp1-/-;hTDP1 cells + 20 nM CPT, ATP luminescence, 48 h; Potency, µM (doses to about 46.2 µM), inactives show top-dose activity change, negative = growth inhibition, most hits filed as inhibitors; 12% of 420,000 active; note: nearly all actives have a fitted effect of over 55% in size
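Chicken DT40 Tdp1-/- cells complemented with human TDP1, 400 cells/well, exposed to compounds plus 20 nM camptothecin for at least 48 h at 37 C; viability read as ATP content by CellTiter-Glo luminescence.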
KAT2A inh = qHTS Assay for Inhibitors of GCN5L2; Histone acetyltransferase KAT2A (Homo sapiens), Q92830; GCN5L2 HAT assay, ThioGlo1 CoA-SH fluorescence; Potency, µM (titrated, usually from 58.9 µM), without a hit: at the top dose activity change, negative = inhibition, hits mostly inhibitors; 0.21% of 390,000 active; AID 504327, 2011
Target sequence (Q92830 whole entry, looked up): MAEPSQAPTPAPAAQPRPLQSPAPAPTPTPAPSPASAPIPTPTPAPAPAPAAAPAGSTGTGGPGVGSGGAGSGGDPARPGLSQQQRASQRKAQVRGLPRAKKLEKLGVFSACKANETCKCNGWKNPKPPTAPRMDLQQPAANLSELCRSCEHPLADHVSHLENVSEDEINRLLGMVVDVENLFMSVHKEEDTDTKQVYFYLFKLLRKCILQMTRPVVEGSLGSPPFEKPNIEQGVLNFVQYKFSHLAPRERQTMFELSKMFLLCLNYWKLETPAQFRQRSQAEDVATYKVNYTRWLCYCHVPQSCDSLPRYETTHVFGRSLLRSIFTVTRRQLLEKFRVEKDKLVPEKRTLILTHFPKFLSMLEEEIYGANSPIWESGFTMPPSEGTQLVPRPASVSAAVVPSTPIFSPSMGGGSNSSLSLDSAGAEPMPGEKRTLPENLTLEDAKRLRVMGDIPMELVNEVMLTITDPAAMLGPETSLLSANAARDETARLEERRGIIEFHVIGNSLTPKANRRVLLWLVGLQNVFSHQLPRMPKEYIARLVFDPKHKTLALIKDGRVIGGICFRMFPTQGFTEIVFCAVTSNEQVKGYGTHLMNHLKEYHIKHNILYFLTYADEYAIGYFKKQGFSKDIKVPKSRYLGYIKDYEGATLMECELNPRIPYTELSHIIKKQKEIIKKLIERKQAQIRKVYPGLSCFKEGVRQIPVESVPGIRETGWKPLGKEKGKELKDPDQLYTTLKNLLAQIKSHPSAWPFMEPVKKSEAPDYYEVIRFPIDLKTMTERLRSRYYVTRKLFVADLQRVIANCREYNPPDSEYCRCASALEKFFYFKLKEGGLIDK
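Preincubate 20nM GCN5L2 with compound 15 min, RT → add 50uM ThioGlo1 + 75uM H3(1-25) + 70uM acetyl-CoA → read fluorescence 0 and 20 min. Primary qHTS; fluorescent artifacts likely.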
TDP1 cell noCPT = qHTS for Inhibitors of human tyrosyl-DNA phosphodiesterase 1 (TDP1): qHTS in cells in absence of CPT. Potency, µM (titrated, usually from 46.2 µM), for the others: at the top dose activity change, negative = growth inhibition, actives largely listed as inhibitors. 15% of 420,000 active. DT40 Tdp1-/- hTDP1 cells, no CPT, ATP luminescence, 48 h; note: nearly all actives have a fitted effect of over 55% in size
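Chicken DT40 Tdp1-/- cells complemented with human TDP1, screened without camptothecin (DMSO vehicle only), 400 cells/well. Compounds pin-transferred, cells incubated at 37 °C for at least 48 hr. Growth read as ATP-dependent luminescence (CellTiter-Glo, 30 min at RT).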
* = called active by the depositor; ? = inconclusive; . = no result given; [ ] = remark or other dose. Calls come from the whole dose curve; as a rule, active = well fitted curve in the direction sought with a large enough effect; inconclusive = small, poorly fitted or top-dose-only effect, or another doubt; inactive = no such curve, though single readings can be large; an effect the other way counts as inactive or inconclusive. % is set by controls: 0 for no effect and ±100 for the full control effect; potency is the fitted concentration of half-maximal effect. Compounds were not picked by outcome. About 18% of those tested had a hit in this group.

Sample of the layout (5 entries):
SMILES	TDP1 cell CPT	KAT2A inh	TDP1 cell noCPT
O=C(NC(=S)NCc1ccccc1)c1cccnc1	-22%	-1%	-10%
Cc1coc2cc3oc(=O)ccc3cc12	-1%	-8%	-19%
O=C(OC(C(=O)c1c[nH]c2ccccc12)c1ccccc1)c1cnccn1 (configuration not stated)	-24%	-3%	-13%
CCC1CCCCN1C(=S)NC(=O)c1ccc([N+](=O)[O-])cc1 (configuration not stated)	?	-1%	?
NS(=O)(=O)c1cccc(NC(=O)CSc2n[nH]c(-c3ccccc3Br)n2)c1	-24%	.	-10%

Main list, from the start:
SMILES	TDP1 cell CPT	KAT2A inh	TDP1 cell noCPT
O=C(NC(=S)NCc1ccccc1)c1cccnc1	-22%	-1%	-10%
Cc1coc2cc3oc(=O)ccc3cc12	-1%	-8%	-19%
O=C(OC(C(=O)c1c[nH]c2ccccc12)c1ccccc1)c1cnccn1 (configuration not stated)	-24%	-3%	-13%
CCC1CCCCN1C(=S)NC(=O)c1ccc([N+](=O)[O-])cc1 (configuration not stated)	?	-1%	?
NS(=O)(=O)c1cccc(NC(=O)CSc2n[nH]c(-c3ccccc3Br)n2)c1	-24%	.	-10%
CC(C)[C@H](NS(=O)(=O)c1ccccc1)C(=O)OCC(=O)NC(=O)c1cccn1C	-1%	-5%	-13%
CCOc1ccc(CN2CCN(Cc3cc4ccccc4o3)CC2CCO)cc1 (configuration not stated)	?	-16%	?
CC(=O)Nc1sc(C)c(C)c1C(=O)OCC(=O)N(CC(C)C)c1c(N)n(Cc2ccccc2)c(=O)[nH]c1=O	23µM*	0%	5.8µM*
O=C(Nc1c(-c2ccccc2)nc2ccccn12)c1ccccc1	5%	-18%	0%
CCOC(=O)c1c(-c2ccco2)csc1NC(=O)CSc1nnc(N)s1	?	-13%	?
CCCOc1ccc(-c2nnn(CC(=O)N3CCC(C)CC3)n2)cc1	-14%	-4%	-20%
CC(=O)c1ccc(N2CCN(C(=O)Cn3cnc(S(=O)(=O)N4CCCCC4)c3)CC2)cc1	?	?	-9%
COc1ccc(CN2C[C@H](O)COC[C@@H]3O[C@H](CC(=O)NCc4ccncn4)CC[C@H]32)cc1	-7%	.	1%
CCC(C)NC(=O)CNC(=S)N(CCCN1CCOCC1)Cc1cccs1 (configuration not stated)	8%	-3%	?
COc1cccc(C2C(C(C)=O)=C(O)C(=O)N2CCc2c[nH]c3ccccc23)c1 (configuration not stated)	-4%	-8%	-24%
CNC(=O)c1ccc(OC2CSC2)cc1	-5%	.	-6%
CCCCCCc1ccc(N2C[C@H](CCCCC)[C@@H](CC(=O)NCc3ccccc3)C2=O)cc1	14µM*	-17%	18µM*
COc1ccc(-n2ccn(Cc3ccccc3C)c(=O)c2=O)cc1	1%	0%	0%
Cc1ccc2c(Cl)c(C(=O)NCC(c3ccco3)N3CCCC3)sc2c1 (configuration not stated)	18µM*	-40%	?
COc1cc2ccccc2ccc1=NO	16µM*	.	12µM*
O=C(O)c1cccc(NC(=O)c2cn(-c3ccccc3)nc2-c2ccc(F)cc2)c1	-1%	-10%	-3%
N#Cc1ccc(COn2nnc3ccccc32)cc1	2%	-2%	-21%
Cc1ccc(Nc2nc3c([nH]2)c(=O)n(C)c(=O)n3C)cc1	?	-5%	?
COc1ccccc1CC(=O)N(CCC1=CCCCC1)c1c(N)n(Cc2ccccc2)c(=O)[nH]c1=O	-15%	3%	-23%
Cc1cccc(Nc2cc(=O)n(C)c(=O)[nH]2)c1	-23%	-1%	-19%
CCOc1ccc(S(=O)(=O)N2CCCCC2)cc1NC(=O)Cc1ccsc1	?	-8%	?
Clc1ccccc1CSc1nnc(-c2ccncc2)o1	-18%	3%	2%
COc1ccc(C(CC(=O)N2CCCC2)c2c(O)cc(OC)cc2OC)cc1 (configuration not stated)	?	-3%	-15%
CCC(C)NC(=O)C1CCC(=O)N(c2cc(OC)c(OC)c(OC)c2)C1c1ccc(OC)cc1 (configuration not stated)	-3%	-4%	-6%
CC(C(=O)O)c1cccc(Oc2ccccc2)c1 (configuration not stated)	10%	5%	-8%
c1coc(CNC2C3CC4CC(C3)CC2C4)c1 (configuration not stated)	-17%	-8%	6%
COC(=O)CCCCC1SCC(NC(=O)c2ccccc2)C1=O (configuration not stated)	-4%	7%	19%
CCCn1cnc2cc(NCc3ccccn3)ccc21	?	-4%	?
CCN1CCN(c2sc(S(C)(=O)=O)nc2S(=O)(=O)c2ccc(C)cc2)CC1	?	-1%	15µM*
O=C(NCc1ccc2c(c1)OCO2)NC1CCCCC1	-1%	-20%	-6%
Cc1c(Cl)cccc1NC(=O)C1Cc2ccccc2CN1C(=O)c1ccccc1 (configuration not stated)	?	11%	?
COc1cccc(Cn2c(CNS(=O)(=O)c3ccc(Cl)s3)nc3cccnc32)c1	?	-5%	?
CC(N=C1NS(=O)(=O)c2ccccc21)C(=O)NCCCc1ccccc1 (configuration not stated)	-21%	1%	-18%
CC(=O)c1c(C)oc2ccc(NS(=O)(=O)c3ccc(C(C)C)cc3)cc12	5.8µM*	-1%	5.8µM*
Cc1ccc(-n2c(SCC(=O)Nc3cccc(F)c3)nc3c(oc4ccccc43)c2=O)cc1C	?	-12%	-22%

Copied from the list:
KAT2A inh, Cc1cccc(Nc2cc(=O)n(C)c(=O)[nH]2)c1 = -1%
KAT2A inh, CCOC(=O)c1c(-c2ccco2)csc1NC(=O)CSc1nnc(N)s1 = -13%
TDP1 cell CPT, CC(=O)c1c(C)oc2ccc(NS(=O)(=O)c3ccc(C(C)C)cc3)cc12 = 5.8µM*

More records
SMILES	TDP1 cell CPT	KAT2A inh	TDP1 cell noCPT
O=C(COc1cccc2ccccc12)N1CCN(c2ccccc2)CC1	?	?	?
Cc1cccc(OCC(=O)Nc2sc3c(c2C#N)CCC3)c1	-21%	3%	?
O=C(Cc1cscn1)N1CCOc2ccc(CN3CCN(c4ccccn4)CC3)cc2C1	-1%[9.04 µM]	.	-14%
Cc1nnc(NC(=O)C2CCCN(c3ncccn3)C2)s1 (configuration not stated)	-24%	-5%	-8%
O=C(O)C1C2CCC(O2)C1C(=O)NCc1ccncc1 (configuration not stated)	-18%	?	-10%
CC(=O)c1ccc(NC(=O)CSc2nnc(Cn3c(=O)sc4ccccc43)n2C)cc1	-5%	-7%	-6%
CSCCC(NC(C)=O)C(=O)Oc1ccc2c3c(c(=O)oc2c1)CCCC3 (configuration not stated)	-8%	?	-28%
CCOC(=O)c1cnc2c(Cl)cc(Cl)cc2c1Nc1ccccc1OC	-7%	-8%	-7%
COc1ccc(NC(=O)CCNC(C)=O)cc1NS(=O)(=O)c1ccc(F)cc1	8%	-1%	6%
CSCSC1=C(C#N)C(c2ccccc2Cl)C(C(C)=O)=C(C)N1 (configuration not stated)	-27%	-16%	-21%
Cc1ccc(S(=O)(=O)NCC(=O)OCC(=O)N(CCC#N)c2ccccc2)cc1	5%	3%	-6%
COc1ccc(-c2cc(C(=O)Nc3cc(S(=O)(=O)N4CCOCC4)ccc3N3CCOCC3)c3ccccc3n2)cc1	?	-6%	-26%
Cc1cc(NC(=O)c2ccc(F)cc2)no1	2%	-4%	-11%
COP(=O)(OC)c1nc(-c2ccc(C)cc2)oc1N1CCCCC1	?	28%	15µM*
O=C(CSc1nnc2c(n1)[nH]c1ccc(S(=O)(=O)N3CCOCC3)cc12)Nc1ccc(F)c(F)c1	3%	-26%	-10%
COCCn1c(SCC(=O)Nc2ccc(S(N)(=O)=O)cc2)nc2ccccc21	0%	-2%	-23%
CC(=O)Nc1cccc(OCC(=O)Nc2ccc(F)cc2)c1	?	1%	?
COCCNc1ncnc2c1cnn2Cc1ccccc1Cl	?	2%	18µM*
Cc1ccc(NC(=O)CCS(=O)(=O)c2cccc3nonc23)c(Br)c1	-19%	-3%	-28%
Cc1ccc(-c2c(C#N)c(N)n(-c3ccccc3C)c(=O)c2C#N)cc1	?	.	-28%
O=C(c1cc2c(s1)CCCC2)N1CCN(S(=O)(=O)c2ccccc2)CC1	-23%	-20%	?
Cn1nc(-c2ccccc2)c(C(=O)Nc2ccc(Cl)cc2)c1Cl	-27%	-8%	-4%
O=C(CCC(=O)Nc1ccc(Br)cc1)N/N=C/c1ccc(O)cc1	-8%	-3%	?
NC(=O)c1ccc(NC(=O)c2ccc(COc3ccc(F)cc3)o2)cc1	-6%	-3%	12%
COc1ccccc1NC(=S)N(Cc1ccc(C)cc1)Cc1ccccn1	?	-7%	-22%
Cc1ccccc1C(=O)NC(=S)NC1CCS(=O)(=O)C1 (configuration not stated)	-5%	-11%	-1%
CC1CCN(C(=O)COC(=O)CNC(=O)c2ccccc2F)CC1	-1%	-1%	0%
CC1CCCC(C)N1C(=O)COC(=O)c1n[nH]c(=O)c2ccccc12 (configuration not stated)	11%	-6%	-5%
Cc1c(CCOC(=O)c2ccc([N+](=O)[O-])cc2)sc[n+]1CC(=O)c1ccccc1	-23%	1%	?
CCCc1nnc(NC(=O)CCC(=O)NC2CCCC2)s1	-8%	-2%	-6%
Cn1cnc([N+](=O)[O-])c1SCCO	?	-3%	-20%
Cc1cc(NC(=O)c2ccc(Cl)c(S(=O)(=O)N3CCOCC3)c2)no1	-16%	-3%	-8%
CCOc1ncccc1C(=O)Nc1ccc(Cl)c(S(=O)(=O)N2CCCC2)c1	21µM*	0%	21µM*
CC(NC(=O)c1ccco1)C1COc2ccccc2O1 (configuration not stated)	-14%	-3%	-12%
CCCC(=O)N1c2ccccc2-c2nnc(SC)nc2OC1c1sccc1C (configuration not stated)	?	-6%	?
Cn1c(=O)c2c(nc(CN3CCN(C(=O)c4ccco4)CC3)n2CC(=O)C(C)(C)C)n(C)c1=O	-2%	1%	-22%
CCn1cc(C2N3CC4(C)CN2CC(C)(C3)C4=O)c2ccccc21 (configuration not stated)	-11%	-4%	-23%
COc1ccc(/C=C/C(=O)NC(CCSC)C(=O)O)cc1 (configuration not stated)	25%	-2%	1%
CC(=O)CSc1nc2ccc(Nc3nc(N4CCOCC4)nc(N4CCOCC4)n3)cc2s1	?	-6%	?
CC(=O)NC(Cc1ccccc1C)C(=O)NC1CCN(C(=O)NCc2ccccc2)CC1 (configuration not stated)	7%	-5%	-2%
CCOC(=O)CCN	2%	-2%	-11%
O=C(COc1ccc(C(=O)Nc2ccc(Cl)cc2)cc1)NCc1ccccc1	-16%	-4%	?
CCCc1cc(=O)oc2c(C)c(OCC(=O)N3CCC(C(N)=O)CC3)ccc12	-5%	4%	-8%
O=C(NCCn1ccc2ccccc21)c1cccc([N+](=O)[O-])c1	29µM*	-9%	23µM*
C=C[C@@H]1c2ccccc2N(S(=O)(=O)c2ccc(C)cc2)[C@H](c2ccc(OC(C)=O)cc2)C1(C#N)C#N	16µM*	-7%	16µM*
COc1cccc(Nc2nc(-c3cccnc3)cs2)c1	?	0%	?
COc1cc(CNc2ccc3c(c2)CCC3)cc(OC)c1O	-22%	-2%	-25%
CCNC(=O)NC(=O)c1csc([N+](=O)[O-])c1	0%	-17%	-12%
COc1ccc(CCN2CCCC(CN(C)C(=O)c3ccoc3C)C2)cc1 (configuration not stated)	-19%	1%	-29%
C=CCOc1ccc2ccccc2c1CNCCCN1CCOCC1	?	-12%	?
CC(C)[C@@H](C)/C=C/[C@@H](C)[C@H]1CC[C@H]2/C(=C/C=C3\C[C@@H](O)CC[C@@H]3C)CCC[C@]12C	?	.	17µM*
O=C(NCc1cccnc1)c1cc(C2CCCN(C(=O)C3CCCCC3)C2)on1 (configuration not stated)	?	.	-1%
COCCCNC(=O)C1CCCN(c2nn3cc(-c4ccc(C)cc4)nc3s2)C1 (configuration not stated)	?	-5%	?
CCN(c1ccccc1)S(=O)(=O)c1cccc(C(=O)N2CCN(S(=O)(=O)c3ccccc3)CC2)c1	?	-6%	?

In another format: entries from further up
Order of values: TDP1 cell CPT | KAT2A inh | TDP1 cell noCPT
> COc1ccc(CCN2CCCC(CN(C)C(=O)c3ccoc3C)C2)cc1 (configuration not stated)
  -19% | 1% | -29%
> C=CCOc1ccc2ccccc2c1CNCCCN1CCOCC1
  ? | -12% | ?
